STEP block: STEP (human) phosphatase inhibition; P54829; recombinant STEP, OMFP fluorogenic substrate, fluorescence; inhibition, % at 20 µM; 0.25% of 360,000 active; AID 588621;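 active = inhibition at 20 µM, scaled per plate between control wells, above about 37%, limit read from the data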;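 also: 0% = DMSO with enzyme and substrate and 100% = substrate only without enzyme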
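System: STEP (striatal-enriched tyrosine phosphatase) enzyme, cell-free; medium: Bis-Tris pH 6.0 buffer with DTT, detergent; dosing: 20 µM, 1% DMSO; times: reaction 20 min, ambient temperature; detection: fluorescence, 480/540 nm; read-out basis: normalized % inhibition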
Tb MetRS inh: blocks T. brucei methionyl-tRNA synthetase activity | 0.4% of 360,000 active | AID 624268 | inhibition, % at 11.9 µM | purified T. brucei MetRS, ATP depletion, Kinase-Glo luminescence;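 active = inhibition above a per-plate cutoff of the control wells' mean inhibition plus 3 SD, cut at about 5.5% in these data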;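 also: 0% = DMSO wells median and 100% = median of wells with control inhibitor compound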
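Dosing: 11.9 µM single point; system: parasite MetRS enzyme; technique: luminescence of leftover ATP; times: 15 min enzyme-compound preincubation, 2 h reaction, 10 min detection, 25 °C; replicates: each compound tested once; read-out basis: percent inhibition relative to median high and low control wells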
DNMT1 inh: inhibitors of human DNMT1; P26358; 0.83% of 360,000 active; DNMT1 molecular beacon, Hinp1I cleavage, fluorescence; inhibition (reported as % activation of signal), % at 10 µM; in the data active = inhibition above about 50%
MsrA inh: inhibits bovine methionine sulfoxide reductase A. purified bovine MsrA, absorbance read-out. inhibition, % at 15.5 µM. AID 651718. 0.75% of 360,000 active; in the data active = inhibition above about 4.5%;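 also: 0% = vehicle wells with enzyme and 100% = reference inhibitor wells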
SUMO1 PPI mod: modulators of human SUMO1-mediated protein-protein interactions; P63165; SUMO1 binding to a labelled peptide, TR-FRET, 1 h; inhibition, % at 20 µM; 0.33% of 360,000 active; in the data active = inhibition above about 37%
Target sequence (P63165 whole entry, looked up): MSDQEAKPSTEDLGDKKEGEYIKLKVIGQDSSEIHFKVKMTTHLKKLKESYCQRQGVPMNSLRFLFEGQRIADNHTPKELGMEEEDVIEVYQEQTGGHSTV
LMPTP block: LMPTP (human) inhibition; 0.22% of 360,000 active; recombinant LMPTP-A, OMFP fluorogenic substrate, fluorescence intensity; inhibition, % at 20 µM; AID 651560;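 active = compounds that cut the enzyme signal by at least half of the control window in the single-dose screen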;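 also: plate controls were DMSO wells with enzyme plus substrate for no effect and substrate without enzyme for full effect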
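test system = LMPTP-A | amount = 0.625 nM LMPTP-A final | reagent = fluorogenic phosphatase substrate OMFP at 400 µM final | incubation = 50 min at room temperature | benchmarks = no-enzyme low control, uninhibited high control | medium = Bis-Tris pH 6.0, DTT, detergent | signal = fluorescence intensity of OMFP turnover product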
NadD inh: inhibitors of Staphylococcus aureus NadD | 0.78% of 360,000 active | AID 602399 | purified NadD enzyme, colorimetric absorbance read-out | inhibition, % at 20 µM; in the data active = inhibition above about 26%; also: some compounds past the cut are filed as inactive
CSN deneddyl inh: blocks human CSN-mediated cullin deneddylation | Q92905 | Purified CSN, SCF-Nedd8-OG deneddylation, fluorescence polarization | inhibition, % at 12.5 µM | 0.38% of 360,000 active;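 active = pattern-corrected inhibition above about 35%, with an unprinted fluorescence ratio check between 0.5 and 1.5, limit read from the data, passing the limit was not always enough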;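 also: 0% = enzyme with substrate and 100% = substrate without enzyme; some results filed as inactive read as strong as hits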
Target sequence (Q92905 whole entry, looked up, one chain of several): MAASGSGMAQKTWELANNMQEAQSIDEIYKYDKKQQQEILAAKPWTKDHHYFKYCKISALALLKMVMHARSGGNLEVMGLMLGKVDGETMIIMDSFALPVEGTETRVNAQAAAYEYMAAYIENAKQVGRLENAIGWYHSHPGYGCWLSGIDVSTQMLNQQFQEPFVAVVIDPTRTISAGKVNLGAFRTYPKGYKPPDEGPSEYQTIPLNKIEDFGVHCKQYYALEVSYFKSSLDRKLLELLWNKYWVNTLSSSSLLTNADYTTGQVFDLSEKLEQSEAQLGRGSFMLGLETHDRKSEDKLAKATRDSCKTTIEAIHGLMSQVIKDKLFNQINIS
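Detection – fluorescence polarization · System – HEK293T-derived human Csn5 enzyme · Controls – substrate-only high control, full reaction low control · Timing – 90 min, room temperature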
Scp-1 inhibitor: blocks human Scp-1 phosphatase activity. Q9GZU7. Recombinant Scp1, phosphopeptide, malachite green phosphate absorbance. inhibition, % at 20 µM. 0.88% of 340,000 active;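 active = inhibition above about 50% at 20 µM, limit read from the data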;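 also: plate controls were DMSO wells with enzyme for no effect and wells lacking enzyme for full effect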
Target sequence (Q9GZU7 76-261 limits assumed): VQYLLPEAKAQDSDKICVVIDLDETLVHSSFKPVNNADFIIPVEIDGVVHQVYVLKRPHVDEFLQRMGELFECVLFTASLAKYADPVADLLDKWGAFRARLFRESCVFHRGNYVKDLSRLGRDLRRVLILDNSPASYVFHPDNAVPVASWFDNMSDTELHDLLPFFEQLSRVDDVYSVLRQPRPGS
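Material: truncated SCP-1 phosphatase (76-261aa) / Buffer or medium: 50 mM Tris acetate pH 5.5, 0.005% Tween-20, 10 mM MgCl2 / Compound dosing: one concentration, 20 µM, with 1.0% DMSO / Incubation: 45 min room-temperature reaction, 5 min colour, 30 min stabiliser / Detection: colorimetric free-phosphate detection, absorbance 630 nm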
Rpn11 inh: inhibitors of human proteasome Rpn11 | O00487 | human 26S proteasome, Ub4-pepOG fluorescence polarization; 20S core pre-blocked with epoxomicin | calls only at 20 µM | 0.59% of 360,000 active | AID 588493;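 active = inhibition at 20 µM, scaled to each plate's controls, above about 33%, limit read from the data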
Target sequence (O00487 whole entry, looked up): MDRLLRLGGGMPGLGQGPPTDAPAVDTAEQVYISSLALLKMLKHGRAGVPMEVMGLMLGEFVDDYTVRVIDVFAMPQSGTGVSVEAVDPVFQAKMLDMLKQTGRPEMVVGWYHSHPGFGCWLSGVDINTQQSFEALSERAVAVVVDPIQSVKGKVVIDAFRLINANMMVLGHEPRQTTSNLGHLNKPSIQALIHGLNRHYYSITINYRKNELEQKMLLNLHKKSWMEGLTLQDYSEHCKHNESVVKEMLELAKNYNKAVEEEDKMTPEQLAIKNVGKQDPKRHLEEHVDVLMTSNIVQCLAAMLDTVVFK
* = called active by the depositor; i = inactive; . = not tested or not shown.

#1 O=C(Nc1ccc(Cl)cc1)c1ccc2sc([C@@H]3O[C@H](CO)[C@@H](O)[C@H]3O)nc2c1
#2 O=C(Nc1ccccc1Cl)c1cnccn1
#3 O=C(O)c1ccc(S(=O)(=O)N2CCCC2)cc1
#4 COc1ccc(CCNC(=O)CS(=O)(=O)c2cn(CC(=O)N3CCCC3)c3ccccc23)cc1OC
#5 S=C1NCCC12C(=S)Nc1ccccc12 (centres undefined)
#6 O=C(c1cccc(S(=O)(=O)Nc2ccc(Br)cc2)c1)N1CCC1
#7 CCn1c(C)c(C(C)=O)c(N2CCN(C(c3ccccc3)c3ccccc3)CC2)nc1=S
#8 COc1ccc(C(=S)N2CCN(S(=O)(=O)c3ccccc3)CC2)cc1
#9 Cc1cccc(N2C(=O)c3cccc4c(N(C)CCO)ccc(c34)C2=O)c1
#10 CC(C)c1ccc(CNc2c([N+](=O)[O-])c(=O)oc3ccccc23)cc1
screen / no.,1,2,3,4,5,6,7,8,9,10
MsrA inh,0.1,-1.2,0.6,0.7,1.0,0.6,-1.9,-0.6,.,0.0
CSN deneddyl inh,-3.5,0.7,1.5,5.0,6.6,-0.8,8.8,2.8,-71.3,4.0
LMPTP block,-0.9,-0.9,-2.2,-0.2,-0.3,0.4,1.7,0.9,2.0,-0.3
DNMT1 inh,-5.8,1.0,2.0,-0.2,-4.0,0.6,-0.8,-0.6,15.4,1.4
Tb MetRS inh,0.6,-0.5,-0.1,0.5,-0.1,-0.3,-0.6,0.1,-0.4,-0.6
Rpn11 inh,i,i,i,i,i,i,i,i,i,i
SUMO1 PPI mod,1.2,-3.8,13.0,1.8,3.0,1.4,2.3,0.4,-44.6,0.2
Scp-1 inhibitor,.,-4.1,0.5,-9.0,1.4,1.0,4.5,-6.5,0.2,-1.4
STEP block,-3.3,4.5,0.1,-1.6,-0.3,-0.5,1.1,-2.7,-31.7,-1.1
NadD inh,-5.1,-0.5,-1.9,-2.1,4.6,-1.8,4.1,-9.1,-0.6,-2.4

The last 3 compounds of the part above lead into the next.
#8 COc1ccc(C(=S)N2CCN(S(=O)(=O)c3ccccc3)CC2)cc1
#9 Cc1cccc(N2C(=O)c3cccc4c(N(C)CCO)ccc(c34)C2=O)c1
#10 CC(C)c1ccc(CNc2c([N+](=O)[O-])c(=O)oc3ccccc23)cc1
#11 CN1CCN(c2cc(-c3ccc4ccccc4c3)nc3ccnn23)CC1
#12 O=c1oc2ccc(Cl)cc2cc1-c1nnc(Nc2cccc(C(F)(F)F)c2)s1
#13 CCc1ccc(N(CC(=O)NC2CCCCC2)C(=O)CCC(=O)Nc2ccccn2)cc1
#14 CC(=O)N1CCN(S(=O)(=O)c2ccccc2)C1c1ccccc1 (centres undefined)
#15 COc1ccc(NC(=O)c2ccc(C#CC(C)(C)O)cc2)cc1
#16 COc1ccc(NC(=O)COC(=O)CCNS(=O)(=O)c2ccc(Cl)cc2)cc1
#17 COCCCNC(=O)c1ccccc1N(Cc1ccccc1)S(=O)(=O)c1ccccc1
#18 Cc1ccc2[nH]c3c(c2c1)CCN1C(=O)OC(C)(C)C31C (centres undefined)
#19 Cn1c(C(=O)O)c(CC(=O)NCC2COc3ccccc3O2)c2ccccc21 (centres undefined)
#20 O=C(CSc1ccc2c(c1)OCCO2)NCCc1ccc(Cl)cc1Cl
screen / no.,8,9,10,11,12,13,14,15,16,17,18,19,20
MsrA inh,-0.6,.,0.0,-0.2,-0.6,0.4,-0.7,-0.2,2.5,0.4,-0.3,0.3,-1.3
CSN deneddyl inh,2.8,-71.3,4.0,-1.0,9.2,-0.2,-1.1,-2.6,-1.8,-1.1,0.4,-8.0,-2.9
LMPTP block,0.9,2.0,-0.3,4.1,-1.5,-0.4,-2.2,-1.4,3.4,-4.5,-1.4,-0.8,0.5
DNMT1 inh,-0.6,15.4,1.4,-5.5,6.6,40.4,2.6,-3.4,-0.3,0.9,0.7,0.5,-1.4
Tb MetRS inh,0.1,-0.4,-0.6,-0.4,-0.1,-0.2,-0.5,0.2,-0.3,-0.4,-0.7,-0.3,0.2
Rpn11 inh,i,i,i,i,i,i,i,i,i,i,i,i,i
SUMO1 PPI mod,0.4,-44.6,0.2,-39.3,0.8,0.1,0.5,-2.5,3.5,2.4,1.2,0.7,-3.5
Scp-1 inhibitor,-6.5,0.2,-1.4,.,12.7,-7.2,-5.8,-2.7,-9.0,1.3,-3.9,-7.2,-11.1
STEP block,-2.7,-31.7,-1.1,3.7,-1.9,2.8,-2.5,-2.9,4.3,-1.2,-1.7,2.9,5.4
NadD inh,-9.1,-0.6,-2.4,20.3,2.4,-5.0,-3.2,0.6,-9.8,4.0,-6.3,-5.9,-10.0

#21 Cc1c(Cl)cccc1NC(=O)c1ccco1
#22 CCCCN(CC(O)COc1cccc(C)c1)CC(O)COc1cccc(C)c1 (centres undefined)
#23 O=C(C[C@@H]1CC[C@@H]2[C@H](COC[C@@H](O)CN2Cc2cc(F)ccc2F)O1)NCc1ccc(F)cc1
#24 CCC(C)(C)C1CCc2[nH]nc(C(=O)NC(C)C)c2C1 (centres undefined)
#25 CCCCOC(=O)C1C2C=CC3(CN(CCc4ccccc4)C(=O)C13)O2 (centres undefined)
#26 C/C(=N\OCC(=O)NCC(F)(F)F)c1cc2ccccc2o1
#27 O=C(O)CC1SC(N/N=C/c2ccc(Br)cc2)NC1=O (centres undefined)
#28 CC(C)(C)OC(=O)Nc1ccccc1-n1nnnc1C(C(=O)c1ccccc1)N1CCN(c2ccccn2)CC1 (centres undefined)
#29 CC(C)CNC(C)C(=O)Nc1ccc(S(N)(=O)=O)cc1 (centres undefined)
#30 COc1cccc(C(NC(C)=O)c2nc(-c3ccc(F)c(Cl)c3)cs2)c1 (centres undefined)
screen / no.,21,22,23,24,25,26,27,28,29,30
MsrA inh,-0.8,-1.4,1.5,-1.7,0.5,0.7,4.9*,-0.4,-0.5,-0.2
CSN deneddyl inh,2.0,-4.0,1.2,-0.1,2.0,-0.1,-3.5,1.7,-9.4,-1.6
LMPTP block,-1.1,1.0,-1.9,-0.5,-1.7,-0.5,-3.2,-0.1,-0.8,3.0
DNMT1 inh,0.0,-2.7,.,3.6,1.6,1.5,-2.1,.,1.1,1.0
Tb MetRS inh,-0.1,0.1,-0.9,0.4,-0.5,-0.5,0.1,0.0,-0.5,-0.3
Rpn11 inh,i,i,.,i,i,i,i,.,i,i
SUMO1 PPI mod,1.5,-1.8,0.5,2.1,-6.7,-2.7,1.8,-11.0,1.0,-1.6
Scp-1 inhibitor,-3.9,-7.1,.,-2.7,-4.2,-5.1,-7.0,.,-4.1,.
STEP block,0.5,-0.4,.,-0.4,2.3,0.5,1.6,.,2.3,1.6
NadD inh,-8.6,-10.4,.,-4.4,-2.3,-3.3,-6.6,.,2.9,-0.9

#31 COc1ccc(OC)c(NC(=O)CSc2nnc(-c3ccco3)n2-c2ccc(C(=O)O)cc2)c1
#32 COc1ccc(-c2csc(NC(=O)c3ccccc3S(C)(=O)=O)n2)cc1
#33 Cc1nnsc1S(=O)c1ccc(F)cc1 (centres undefined)
#34 CC(C)C(C(=O)NCC1CCCO1)N(CC1CCCO1)C(=O)CNS(=O)(=O)c1ccccc1 (centres undefined)
#35 COCCOC(=O)c1c(C)oc2ccc(OCc3ccccc3)cc12
#36 CCN(CC)S(=O)(=O)c1ccc2c(c1)oc(=O)n2CC(=O)N(C)C1CCCCC1
#37 Cc1ccc(Sc2cc(C(=O)NCCCN(C)C)c3ccccc3n2)cc1
#38 Cn1c(SCc2nn[nH]n2)nc2c1c(=O)n(Cc1ccccc1Cl)c(=O)n2C
#39 COC(=O)c1cc(NC(=O)C2CC2)cc(C(=O)OC)c1
#40 COc1ccc(NC(=O)CSc2nnc(-c3cc(C)[nH]n3)n2N)cc1OC
#41 CCOc1ccc(C2OCCC(C)O2)cc1OC (centres undefined)
#42 Cc1ccc(S(=O)(=O)CCC(=O)NCc2ccco2)cc1
#43 Cc1ccc(CC2CC(=O)N(c3cc(C)on3)C2=O)cc1 (centres undefined)
screen / no.,31,32,33,34,35,36,37,38,39,40,41,42,43
MsrA inh,-2.0,0.6,-0.2,0.1,0.1,1.5,0.6,0.3,-0.2,-0.5,0.6,-0.6,-0.8
CSN deneddyl inh,-0.6,2.2,3.4,0.1,0.3,-1.0,1.8,-2.7,3.4,-0.6,4.5,7.0,4.1
LMPTP block,-0.9,0.8,0.2,-0.5,1.4,0.6,-1.1,0.4,-0.2,-1.2,0.5,-1.4,-1.4
DNMT1 inh,0.1,-4.9,-0.9,0.3,2.7,2.3,-0.7,-0.5,-1.9,-0.9,-3.7,4.5,0.9
Tb MetRS inh,0.3,-0.6,-0.9,-1.0,-1.1,-0.7,-0.7,0.2,-0.7,0.5,-0.4,0.2,-1.0
Rpn11 inh,i,i,i,i,i,i,i,i,i,i,i,i,i
SUMO1 PPI mod,8.2,-0.6,-2.7,1.9,-0.5,4.8,-16.3,13.1,1.7,1.8,1.5,4.0,6.1
Scp-1 inhibitor,-6.1,-4.9,-3.4,-5.2,-14.2,24.7,-4.5,-6.1,1.4,-4.7,6.0,2.7,-0.2
STEP block,-0.2,-2.4,-2.6,-1.5,-1.5,4.0,2.2,1.7,-0.1,-1.3,-2.0,-3.9,1.4
NadD inh,2.2,-8.2,-0.2,0.8,2.5,-1.3,-11.3,13.4,4.6,-1.7,0.8,0.8,-0.9

Compound activity: PubChem, several laboratories
